High-throughput results: PubChem BioAssay, several laboratories
MgcRacGAP inhibition = MgcRacGAP GTPase-activating activity inhibitors, confirmation, biochemical, ADP Hunter fluorescence. MgcRacGAP-stimulated Rac1 GTP hydrolysis, ADP Hunter fluorescence; higher % means a stronger effect; GST-tagged Rac1 F28L mutant substrate. inhibition, % at 30 µM; hits with a dose series show IC50 in µM. actives 0.6% (n = 340,000). AID 624330;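 active means first-screen hits whose inhibition reached a set limit at any dose in the follow-up dose series; inconclusive means inhibition above the set first-screen limit but never retested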;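 further: fluorescence reports GDP produced by GAP-driven GTP hydrolysis; strong numbers were not always called active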
SIAH1 antagonists = Siah-1 peptide-binding antagonists, primary screen, biochemical, fluorescence polarization, rhodamine-plectin, uHTS (AID 1817); Siah-1 / rhodamine-plectin peptide fluorescence polarization; higher % means a stronger effect; displacement, % at 20 µM; hits with a dose series show IC50 in µM; actives 0.02% (n = 290,000);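 active means displacement of at least 50% at 20 µM, with a fluorescence ratio check between 0.3 and a set limit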;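 further: plate controls were Siah plus tracer with DMSO for no effect and tracer alone without Siah for full effect; strong numbers were not always called active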
HIV peptide binding = inhibitors of HIV fusion peptide binding, primary screen, biochemical, uHTS, fluorescence dequenching (AID 1986); cell-free peptide binding, fluorescence dequenching, 30 min; higher % means a stronger effect; inhibition, % at 20 µM, or IC50 in µM where a hit was titrated; actives 0.3% (n = 290,000); in the data active means inhibition mostly above about 52%, no sharp cut-off; inactive means mostly below about 76%; further: some results filed as inactive read as strong as hits
LYP inhibition = PTPN22 lymphoid phosphatase activity blockers – biochemical, fluorescence intensity, uHTS (AID 1779); recombinant LYP phosphatase, fluorescence intensity; higher % means a stronger effect; one-dose inhibition, % at 11.5 µM; IC50 in µM for titrated hits; actives 0.054% (n = 290,000); in the data active means inhibition above about 50%;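 further: plate controls were vehicle with enzyme for no effect and no enzyme for full effect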
NTR1 ag = NTR1-driven beta-arrestin-GFP spot formation – imaging, U2OS cells, high content, primary screen (AID 493036); agonist mode; P30989; actives 0.17% (n = 330,000); activation, % at 20 µM;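 active means activation at or above 40% of the spot to cytoplasm intensity ratio, with at least 20 cells analyzed; inconclusive means wells under 20 cells, flagged as cytotoxic or low count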;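 further: 0% = DMSO without peptide and 100% = 100 nM NTR1 peptide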
Target sequence (P30989 whole entry, looked up): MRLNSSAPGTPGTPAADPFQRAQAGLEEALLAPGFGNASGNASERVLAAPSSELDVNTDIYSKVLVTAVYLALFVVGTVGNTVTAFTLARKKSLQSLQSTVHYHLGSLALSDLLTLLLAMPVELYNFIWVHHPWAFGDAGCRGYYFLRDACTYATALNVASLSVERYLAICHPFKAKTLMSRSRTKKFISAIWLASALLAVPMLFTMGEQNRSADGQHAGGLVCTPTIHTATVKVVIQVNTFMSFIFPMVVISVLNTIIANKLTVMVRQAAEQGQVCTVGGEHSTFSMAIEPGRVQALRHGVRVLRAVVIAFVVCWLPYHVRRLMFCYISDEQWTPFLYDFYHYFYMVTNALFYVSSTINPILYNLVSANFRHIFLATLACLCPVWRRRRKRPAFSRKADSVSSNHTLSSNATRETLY
Salmonella PhoP GFP = inhibitors of PhoP regulon expression, primary screen, Salmonella Typhimurium, GFP reporter (AID 1863) | S. Typhimurium PhoP-regulated promoter GFP reporter, 4 h; higher % means a stronger effect | one-dose inhibition, % at 50 µM; IC50 in µM for titrated hits | actives 0.16% (n = 300,000);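 active means inhibition over 29.93%, a cutoff 3 SD above the screen mean, later confirmed by dose response; inconclusive means inhibition over 29.93% but no dose response follow-up; inactive means inhibition at most 29.93% or unconfirmed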;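 further: 0% = low Mg2+ inducing control and 100% = high Mg2+ repressing control; strong numbers were not always called active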
GPR55 LPI antagonism = GPR55 antagonists blocking LPI-driven arrestin recruitment, primary screen, imaging, U2OS, beta-arrestin-GFP, LPI agonist (AID 2013); U2OS GPR55 beta-arrestin-GFP translocation imaging, LPI antagonism; higher % means a stronger effect; inhibition, % at 10 µM, or IC50 in µM where a hit was titrated; actives 0.13% (n = 290,000);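 active means spots per cell inhibited over 60%, with over 100 cells counted and total cytoplasm intensity under 500,000; inconclusive means wells with under 100 cells, flagged as likely toxic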;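 further: U2OS cells stably carrying GPR55 and arrestin-GFP stimulated by 5 µM LPI near EC80; imaged beta-arrestin-GFP aggregate spots per cell after agonist stimulation; plate controls were LPI-stimulated DMSO wells for no effect and DMSO wells without LPI for full effect; some results filed as inactive read as strong as hits; confirmed hits need IC50 under 10 µM and bright autofluorescent wells are also inconclusive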
Myeloid diff MLP = promotes myeloid progenitor differentiation. calls only at 10 µM. actives 1% (n = 360,000). ER-HoxA9 myeloid progenitors, lysozyme-GFP differentiation, flow cytometry;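 active means normalized GFP-positive differentiation at or above the plate's own cutoff, the solvent-only control mean plus 3 SD; inconclusive means no clear call, values can overlap the other calls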;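 further: cells exposed to compound for four days before flow analysis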
GPR35 arrestin U2OS = inhibition of zaprinast-stimulated GPR35 beta-arrestin translocation – imaging, U2OS, beta-arrestin-GFP, zaprinast agonist, primary screen (AID 2058); inhibition, % at 10 µM; hits with a dose series show IC50 in µM; U2OS GPR35 beta-arrestin-GFP translocation imaging, zaprinast antagonism; higher % means a stronger effect; actives 0.052% (n = 290,000);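 active means inhibition of at least 50% with at least 30 cells and total cytoplasm GFP at most 10,000,000; inconclusive means under 30 cells or total GFP of 10,000,000 plus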
NTR1 ag cell count 20 µM = second read-out of NTR1 ag, no call of its own (marks repeat the call); cell count; measured here: cell count, cytotoxicity flag
Myeloid diff MLP GFP+ MAC1+ % = further read-out of Myeloid diff MLP, marked with its call; GFP+ MAC1+ double positive, %; measured here: differentiation confirmed by MAC1 staining
Active calls of the source: *; i = inactive; ? = inconclusive; nt = not tested or not shown.

SMILES | MgcRacGAP inhibition | SIAH1 antagonists | HIV peptide binding | LYP inhibition | NTR1 ag | NTR1 ag cell count 20 µM | Salmonella PhoP GFP | GPR55 LPI antagonism | Myeloid diff MLP | Myeloid diff MLP GFP+ MAC1+ % | GPR35 arrestin U2OS
Cc1ccc(C)c(N2CCN(C(=O)CCCn3c(=S)[nH]c4cc5c(cc4c3=O)OCO5)CC2)c1 | -1% | 1% | -4.3% | 12% | 12 | 72 | -1% | 7% | i | 1.3 | 3%
O=C(N/N=C\c1ccc(CNS(=O)(=O)c2ccc(Cl)cc2)o1)C(=O)Nc1ccc(Oc2ccccc2)cc1 | 3% | 8% | 29% | 2% | nt | nt | -2% | 12% | i | 0.9 | 5%
Oc1ccccc1CNc1nccs1 | 8% | 6% | 0.5% | -8% | -1.7 | 86 | nt | -8% | i | 0.8 | -3%
Cn1c(=O)c2[nH]c(N=Nc3ccc(N)cc3N)nc2n(C)c1=O | 9% | -9% | -2.7% | -2% | 0.1 | 33 | -6% | -5% | i | 1.0 | -4%
CCn1c(SCC(=O)NC2CCCCC2)nc2c(c1=O)SCC2 | 7% | 4% | -2.2% | -8% | -0.3 | 54 | -3% | -10% | i | 5.7 | 16%
COC(=O)C1CN(S(=O)(=O)c2ccc(C)cc2)CCN1S(=O)(=O)c1ccc(C)cc1 (centres undefined) | 15% | 3% | -0.9% | -4% | 5.6 | 38 | 7% | 2% | i | 0.9 | -6%
CC1(C)CC(=O)C(CCC(=O)c2ccccc2)C(C)(C)N1 (centres undefined) | -8% | 0% | -1.3% | 3% | 1.7 | 74 | -9% | 7% | i | 2.0 | -1%
N#C/C(=C\c1ccc(-c2nc3ccccc3s2)o1)C(N)=O | 11% | 2% | 2.1% | 3% | -0.5 | 48 | -15% | 0% | i | 0.4 | -2%
CC/C(=N\Nc1ccc([N+](=O)[O-])cc1)c1ccccc1 | 10% | -1% | 2.1% | 5% | 1.1 | 82 | 1% | 2% | i | 0.3 | 5%
COc1cc(C2C(C#N)=C(N)Oc3cc(C)oc(=O)c32)cc2c1OCO2 (centres undefined) | 8% | 4% | 19% | -6% | -1.6 | 79 | 16% | 9% | i | 0.6 | 11%
Cc1ccc2[nH]c(=O)c(CN(Cc3ccc4c(c3)OCO4)Cc3nnnn3C3CCCC3)cc2c1 | 11% | 1% | 0.8% | 10% | 6.9 | 47 | -1% | -4% | i | 1.5 | -13%
Cc1ccc(NC(=O)CCN2C(=O)OC(C)(C)C2(C)O)cc1 (centres undefined) | 5% | 4% | -0.1% | -7% | -0.7 | 53 | 3% | 13% | i | 0.1 | 7%
COc1ccc(CCC(=O)OCC(=O)N(C)c2c(N)n(Cc3ccccc3)c(=O)[nH]c2=O)cc1 | -10% | nt | nt | nt | 0.6 | 60 | 3% | nt | i | 0.6 | nt
CC(=O)Nc1ccc(S(=O)(=O)N2CCN(CCc3ccccc3)CC2)cc1 | 2% | 15% | -1.4% | -11% | 0.4 | 73 | -5% | -10% | i | 0.2 | -10%
CN1CC(=O)Nc2ccc(F)cc2C1=O | 4% | -2% | 1.2% | 3% | 0.2 | 95 | 10% | -3% | i | 0.5 | -7%
N#Cc1ccccc1NC(=O)CN1CCN(Cc2ccccc2)CC1 | -5% | 11% | 0.1% | -4% | 0.0 | 95 | 0% | 4% | i | 0.4 | -2%
CC(Oc1ccc(F)cc1)C(=O)Nc1ccc2ccccc2c1 (centres undefined) | 9% | 2% | -1.2% | -9% | -2.1 | 88 | 3% | 0% | i | 1.2 | -2%
CC(C)(C)C(=O)OCC1OC(n2cnc(C(N)=O)n2)C(O)C1O (centres undefined) | 3% | 6% | 2.9% | -2% | -0.1 | 49 | -6% | -2% | i | 0.9 | 3%
O=C(Cc1ccc(O)cc1)N/N=C/c1cccnc1 | 21% | 0% | -1.1% | -7% | -0.4 | 49 | 0% | 1% | i | 1.0 | -4%
CC(=O)N(Cc1ccc(F)cc1)c1cccc(C)c1C | 1% | -4% | -1.6% | -9% | -1.8 | 74 | 3% | 8% | i | 0.5 | 27%
O=C(CCc1nc2ccccc2c(=O)[nH]1)Nc1nnc(SCc2ccc(Cl)cc2)s1 | 11% | nt | nt | nt | -0.8 | 56 | 0% | nt | i | 1.0 | nt
COC(=O)CCC(=O)NC(=S)Nc1ccccc1F | 1% | -2% | 1.1% | 2% | -0.7 | 61 | -8% | 1% | i | 0.6 | 0%
NC(=O)CC(NC(=O)Cc1cccc2ccccc12)c1ccc(N2CCC(N3CCCC3)CC2)c([N+](=O)[O-])c1 (centres undefined) | 9% | -1% | -1.1% | -10% | 0.5 | 100 | nt | 11% | i | 0.3 | -5%
COc1ccccc1CNc1cc(C)ccc1C | -1% | 4% | 0.2% | -3% | 1.0 | 30 | 3% | 4% | i | 2.8 | -11%
CCC(C)(C)NC(=O)Cc1ccc(F)cc1 | nt | -7% | 0.3% | -10% | 1.2 | 31 | 1% | -3% | i | 0.1 | -5%
O=C(N/N=C/c1ccncc1)c1cc2ccccc2o1 | 10% | 0% | 1.9% | 5% | -0.3 | 86 | 5% | 8% | i | 0.2 | 0%
O=C(CSc1ncn[nH]1)c1ccccc1 | 5% | -1% | 1.6% | -6% | nt | nt | -8% | 0% | i | 2.1 | -1%
C=CCn1c(SCC(=O)NNC(=O)Nc2cccc(Cl)c2)nnc1-c1ccccc1 | 5% | -4% | -0.7% | -5% | 3.3 | 49 | -6% | -7% | i | 0.2 | -14%
Cc1ccc2nc(-c3ccc(NC(=O)CN4C(=O)NC(C)(c5ccc(OC(F)F)cc5)C4=O)cc3)sc2c1 (centres undefined) | -3% | -3% | -3.5% | -8% | 6.4 | 45 | -7% | 6% | i | 1.5 | -4%
Cc1ccc(CN(C(=O)c2sc3ccccc3c2Cl)C2CCS(=O)(=O)C2)cc1 (centres undefined) | 6% | 5% | 0.3% | 4% | 2.6 | 90 | 2% | 9% | i | 0.9 | 0%
Cc1sc2nc(COC(=O)CNC(=O)c3ccc(C(C)(C)C)cc3)[nH]c(=O)c2c1C | 6% | -2% | 2.1% | 4% | -1.9 | 42 | 5% | -8% | i | 0.4 | 15%
COc1ccc(NC(=O)C/C(C)=N/NC(=O)C2CCCCC2)c([N+](=O)[O-])c1 | 9% | -1% | -3.0% | -9% | 2.3 | 41 | 5% | -9% | i | 2.0 | -18%
COc1ccc(N(C(=O)Cc2cccs2)C(C(=O)NC2CCCC2)c2ccncc2)cc1 (centres undefined) | 4% | -3% | 1.7% | -2% | -0.3 | 49 | -3% | 6% | i | 1.4 | 0%
CCOc1ccc(NC(=O)Cc2nnc(SCC(=O)N3CCOCC3)n2C)cc1 | 2% | -2% | -0.3% | -13% | -0.5 | 60 | -2% | -8% | i | 0.6 | -5%
CCC(=O)Nc1ccc(C(=O)NCc2ccccn2)cc1 | 1% | 5% | 1.8% | -9% | -0.2 | 98 | 6% | 7% | i | 0.1 | -3%
CCOc1c(C(=O)CC)cc2c(C)cc(=O)oc2c1C | 5% | 0% | 1.4% | -4% | 2.4 | 53 | 11% | -15% | i | 1.5 | -5%
COc1ccc(/C=C(/NC(=O)c2ccco2)C(=O)N2CCOCC2)cc1 | 8% | -6% | -0.2% | -7% | -0.5 | 68 | 3% | -4% | i | 1.9 | 15%
CN(C)N1C(N)=C(C#N)C(c2ccc(F)cc2)C2=C1CC(C)(C)CC2=O (centres undefined) | 8% | 5% | 1.3% | -2% | -1.1 | 47 | -1% | 3% | i | 0.3 | 3%
O=C(CN1CCC(O)(c2ccc3c(c2)OCO3)CC1)N1CCOCC1 | 2% | 2% | -0.8% | -3% | 0.2 | 58 | 4% | 3% | i | 2.0 | 4%
CCOc1ccc(NS(=O)(=O)c2ccc(OCC(=O)N3CCCC3)cc2)cc1 | 6% | 2% | 0.1% | -2% | 0.3 | 63 | -5% | 6% | i | 0.6 | 1%
C#CCO[C@@H]1C[C@H](n2cnc3c(=O)[nH]c(NC(=O)C(C)C)nc32)O[C@@H]1CO | 9% | -4% | -1.1% | -8% | -1.8 | 63 | -11% | -7% | i | 1.7 | 14%
COc1ccc(C(=O)NCCNc2ccccc2[N+](=O)[O-])cc1 | 4% | 1% | -2.1% | -5% | 1.1 | 53 | 2% | -1% | i | 0.4 | 2%
CC(C)COC(=O)c1nnsc1NC(=O)Nc1ccccc1 | 4% | 4% | 1.7% | -4% | -0.7 | 62 | -9% | -5% | i | 3.5 | 9%
COc1ccc(C2(C(=O)Nc3ccc(OC)cc3OC)CCCC2)cc1 | 4% | 2% | -0.7% | 0% | -1.8 | 90 | 6% | 4% | i | 0.3 | -10%
Cc1ccc(NC(=O)c2cccc(S(=O)(=O)N3CCc4ccccc4C3)c2)nc1 | 7% | nt | nt | nt | 2.9 | 45 | -4% | nt | i | 0.9 | nt
O=C1c2ccccc2NC2(CCCC2)N1N=C1CCCC1 | 6% | -4% | -1.3% | -5% | -0.4 | 98 | -8% | -5% | i | 0.5 | 4%
COc1ccc(N2CCN(C(=O)CCc3nc(-c4ccc(C)cc4)no3)CC2)cc1 | 7% | -3% | 1.3% | -4% | 5.6 | 75 | 4% | 15% | i | 0.5 | -4%
O=C(Nc1ccccc1Cl)C1CCCN(S(=O)(=O)c2ccc(F)cc2)C1 (centres undefined) | 2% | -2% | -2.6% | -2% | 1.2 | 78 | 3% | 0% | i | 3.6 | -1%
COc1cccc(CNC(=O)CCCn2nc(C)c3c(C)n(-c4ccc(C)cc4)nc3c2=O)c1OC | 10% | 0% | -3.1% | -7% | -0.4 | 40 | 11% | 0% | ? | nt | 10%
COC(=O)c1nccnc1C(=O)Nc1ccccc1N1CCOCC1 | 8% | 1% | -0.1% | -6% | 0.5 | 57 | 4% | 4% | i | 0.5 | -9%
O=C(N/N=C1/CC2CCC1C2)c1cc2ccccc2cc1O (centres undefined) | ? | 7% | 9.6% | -9% | 1.1 | 69 | -3% | 7% | i | 3.2 | -3%
